# PV pol inh = poliovirus RdRp elongation inhibitors, primary screen, biochemical, fluorescence polarization, total intensity; 150,000 tested, 0.66% active; poliovirus polymerase elongation; hits give low values; AID 588519, 2011; % elongation, % (compound at 16.7 µg/mL); Genome polyprotein (Poliovirus type 1 (strain Mahoney)), P03300; in the data active = % elongation below about 90%; note: some results filed as inactive read as strong as hits
# Target sequence (P03300 1749-2209 limits assumed): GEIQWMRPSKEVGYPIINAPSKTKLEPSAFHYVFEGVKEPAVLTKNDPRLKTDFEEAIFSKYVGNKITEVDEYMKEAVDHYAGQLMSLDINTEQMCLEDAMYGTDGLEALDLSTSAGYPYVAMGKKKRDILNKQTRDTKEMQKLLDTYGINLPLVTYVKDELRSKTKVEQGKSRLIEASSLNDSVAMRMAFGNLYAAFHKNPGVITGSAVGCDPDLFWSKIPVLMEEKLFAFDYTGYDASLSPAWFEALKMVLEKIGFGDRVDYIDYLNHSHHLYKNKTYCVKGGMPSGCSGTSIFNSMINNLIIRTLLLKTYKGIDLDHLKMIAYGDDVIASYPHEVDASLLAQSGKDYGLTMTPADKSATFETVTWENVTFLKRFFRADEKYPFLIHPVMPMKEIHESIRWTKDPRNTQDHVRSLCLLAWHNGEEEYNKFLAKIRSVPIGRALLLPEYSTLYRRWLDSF
# PV pol inh FP z-score = second read-out of PV pol inh, no call of its own (marks repeat the call); z-score; measured here: FP z-score; hits read low
# * marks the source's active call; other numbers are inactive results.
SMILES,PV pol inh,PV pol inh FP z-score
CN(C)c1ccc(/C=C2\Cc3ccccc3C2=O)cc1,76,-3.3
COc1ccc(-c2nc3n(n2)C(c2ccccc2OC)C(C(=O)Nc2cccnc2)=C(C)N3)cc1 (configuration not stated),105,0
CCOc1ccc(NC2SC(=O)N(CCC(=O)O)C2=O)cc1 (configuration not stated),100,-0.3
CCSc1nc(-c2ccc(OC)cc2)n(-c2nc3ccccc3s2)n1,101,-0.4
O=C(CN1CCCCC1)N=Nc1c(O)[nH]c2ccccc12,104,0.7
Nc1ccc(S(=O)(=O)C(F)(F)F)cc1N,103,0.2
CCN(CC)c1ccc(NC(=O)CCS(=O)(=O)c2cccc3nsnc23)c(C)c1,99,-2
O=c1[nH]nc2c3c(cccc13)-c1ccccc1-2,99,-0.2
CCN(CC)CCN(C)Cc1cc(OC)c(OC)cc1OC,101,0.4
CC(C)c1ccc(NC(=O)CN2C(=O)CN=C(c3ccccc3)c3ccccc32)cc1,112,0.8
COc1ccc(C2CC(c3cccs3)Nc3nc4ccccc4n32)cc1 (configuration not stated),102,0
COc1ccc(Br)cc1S(=O)(=O)NCc1ccccn1,105,0.4
CCS(=O)(=O)N1CCCC(C(=O)N2CCC3(CC2)OCCO3)C1 (configuration not stated),102,-0.1
Oc1ccc(Cl)cc1C1=Nc2ccccc2N=C(c2cccc(Br)c2)C1,100,-0.7
CCc1ccc(/C=C2\CN(C)C/C(=C\c3ccc(CC)cc3)C2O)cc1,116,1.3
Cc1ccc(/C=C(\NC(=O)c2ccc(C)cc2)C(=O)NCc2ccncc2)cc1,103,0.5
CCn1cc(C(=O)O)c(=O)c2cc(S(=O)(=O)N(C)C3CCCCC3)ccc21,98,-1.7
Cc1ccc(OCCSc2nc3ccccc3n2CC(=O)N2CCOCC2)cc1C,114,1.4
O=C(COCc1cc(-c2ccc3c(c2)OCO3)on1)NC1CCCc2ccccc21 (configuration not stated),102,0.1
C(=N\n1cnnc1)/c1cccc2ccccc12,103,0.2
CCOC(=O)C(C#N)C1(c2c(C)[nH]n(-c3ccccc3)c2=O)C(=O)N(c2ccccc2)N=C1C (configuration not stated),108,0.5
Cc1cccc(-c2nc(SCCCOc3ccc(Cl)c(C)c3)n3[nH]c(=O)cc3n2)c1,98,-1.9
CN(C)c1ccc(CNC(=O)C(NS(=O)(=O)c2ccc3c(c2)CCC(=O)N3)c2ccccc2)cc1 (configuration not stated),102,0.9
COc1ccc2c(CC(=O)OCc3cc(Cl)c4c(c3)OCCCO4)coc2c1,99,-1
c1ccc2sc(NC3=NCN(Cc4ccc5c(c4)OCO5)CN3)nc2c1,102,0.7
O=C(Nc1cc(C(F)(F)F)ccc1Cl)c1cc2nc(-c3ccc4c(c3)OCO4)cc(C(F)(F)F)n2n1,109,1.2
OCc1cn(-c2ccccc2)nc1-c1ccc2c(c1)OCCO2,107,1.6
C#CC(CC)(CC)NC(=O)NC1CCCCC1,103,0.4
Cc1cccc(C)c1N1CCN(S(=O)(=O)N2CCCCC2)CC1,102,0.8
Cc1nc(N2CCOCC2)sc1C(=O)c1ccc(Cl)c(S(=O)(=O)N2CCOCC2)c1,102,0
O=C(CC12CC3CC(CC(C3)C1)C2)NCC(=O)N1CCN(Cc2ccccc2)CC1,104,0.9
CC1(NS(C)(=O)=O)CC=CC1,102,0.2
COc1ccc(-c2cc(C(F)(F)F)n3nc(C(=O)NCC45CC6CC(CC(C6)C4)C5)cc3n2)cc1,102,-0.3
CC(C)COc1ccc(C(=O)Nc2ccc(S(=O)(=O)Nc3ncccn3)cc2)cc1,108,0.6
Cc1csc2nc(CNC(=O)C3CCCCC3)cn12,102,-0.2
OC(CSc1nncn1-c1ccccc1)C(F)(F)F (configuration not stated),103,0.4
O=C(CCC1CCCCC1)Nc1nccs1,104,0.7
Cc1nnn(C23CC4CC(CC(C(=O)Nc5ccc(Br)cc5)(C4)C2)C3)n1,105,0.6
Cn1nc(C(=O)N(Cc2ccco2)Cc2cccs2)ccc1=O,102,-0.1
CCCCc1c(C)nc2ccc(Br)cc2c1SCCC(=O)O,99,-0.5
Cc1ccc(OCC(=O)NCC(=O)OCc2cc(=O)n3nc(CC(C)C)sc3n2)cc1,111,0.9
Cc1c(C=Nc2ccc(SC#N)c(Cl)c2)c(O)[nH]c(=O)c1C#N,99,-1.1
Cn1c(=O)c2c(ncn2Cc2ccc(Cl)cc2)n(C)c1=O,113,0.3
CCOC(=O)N1CCC(NS(=O)(=O)c2ccc(Cl)s2)CC1,107,0.8
COc1ccc(NC(=O)CN2CCCN(S(=O)(=O)c3ccc(Br)cc3)CC2)c(OC)c1,103,-0.6
O=S(=O)(NCc1ccc(-c2cccs2)cc1)c1cccs1,105,0.4
CCOC(=O)c1[nH]c2ccccc2c1NC(=O)c1ccc(C)c(C)c1,103,-0.7
CCC(=O)N1CCc2cc(Br)cc(S(=O)(=O)N3CCC(C(=O)NCCCOC(C)C)CC3)c21,108,0.6
COCC(=O)Nc1cccc(-c2nc3cccnc3s2)c1,101,-0.6
Cc1ccccc1NC(=O)COC(=O)c1ccc2c(c1)C(=O)N(CCCN1CCOCC1)C2=O,99,-0.4
CCN1CCCC1CNC(=O)c1cc2ccc3cccnc3c2[nH]1 (configuration not stated),102,0
COc1ccc(OCC(=O)Nn2c(=S)[nH]c3ncccc3c2=O)cc1,100,-0.3
Cc1cc(C)c(NC(=O)C2CCCN(C(=O)c3cnn(-c4ccccc4)c3-n3cccc3)C2)c(C)c1 (configuration not stated),107,-0.1
O=C1CCCc2[nH]c(=O)cc(C(F)(F)F)c21,104,0.2
CC(C)Cn1c(SCC(=O)c2ccc3[nH]c(=O)[nH]c3c2)nc2ccccc21,101,-0.1
CC1=Nc2nc(N3CCCCC3)c(C#N)c3c4c(nc(c23)N1)N(c1ccc(C)cc1)C(=O)C4,106,0.6
CCN(CC)c1ccc(/C=C2/C(=O)N=C(N)N2C)cc1,102,0
O=C1c2ccccc2C2=Nc3ccccc3OC12O (configuration not stated),100,-0.4
Cc1ccc(Nc2ccccc2N)cc1,108,2.1
Cc1cc(C=C(C#N)C#N)c(C)n1-c1ccc(N2CCOCC2)cc1,101,-0.1
# Following part.
SMILES,PV pol inh,PV pol inh FP z-score
CC(=O)Nc1ccccc1-c1nc2ccccc2n(CC(=O)c2ccc(C)c(C)c2)c1=O,106,-0.1
COc1ccc(NS(=O)(=O)Cc2ccccc2)cc1,107,0.4
O=C(O)C(=Cc1ccc(-c2cccc(C(F)(F)F)c2)o1)C(=O)O,100,-0.5
COc1ccc(CN2CCNCC2)cc1,105,1.2
O[C@@]1(c2ccccc2)C2C3CC4C5C3C1C5C(F)(F)C42 (some centres not stated),101,0
Cc1ccc(NC(=O)Cn2c(=O)ccc3cc(S(=O)(=O)N4CCC(C)CC4)ccc32)c(C)c1,100,-1.8
CCCNC(=O)CCc1nnc2ccc(N3CCCC3)nn12,104,0.2
COc1ccc(C(=O)Nc2nnc(C)s2)cc1,107,0.5
CCc1ccc2c(c1)NC(c1cccs1)=NC(c1ccc(F)cc1)=N2,104,-1
COc1cccc(-n2ccnc2SCC(=O)Nc2cccc(C)c2C)c1,110,0.6
Cc1ccc(NS(=O)(=O)c2c(C)nc3sc(C)c(C)n3c2=O)cc1F,105,-0.1
O=C(CSc1n[nH]c(-c2ccc(F)cc2)n1)N1CCN(c2ccc(F)cc2)CC1,114,1.2
Cc1c(C#N)c(/N=C/c2c(O)[nH]c(=O)[nH]c2=O)n(C2CCCCC2)c1C,129,4
COc1ccc(-c2nnc(SCC(=O)c3ccc4c(c3)NC(=O)CO4)o2)cc1,102,0
CC(Nc1nc(C(C)(C)C)cs1)=C(C#N)C#N,100,-0.6

# The closing 4 entries of the section before lead into the next.
SMILES,PV pol inh,PV pol inh FP z-score
O=C(CSc1n[nH]c(-c2ccc(F)cc2)n1)N1CCN(c2ccc(F)cc2)CC1,114,1.2
Cc1c(C#N)c(/N=C/c2c(O)[nH]c(=O)[nH]c2=O)n(C2CCCCC2)c1C,129,4
COc1ccc(-c2nnc(SCC(=O)c3ccc4c(c3)NC(=O)CO4)o2)cc1,102,0
CC(Nc1nc(C(C)(C)C)cs1)=C(C#N)C#N,100,-0.6
Cc1[nH]n(-c2ccccc2)c(=O)c1/C=C1\SC(=S)N(Cc2ccccc2)C1=O,103,0
COc1cc(-c2cc(N)n(S(=O)(=O)c3ccccc3)n2)cc(OC)c1OC,99,-0.8
O=C(NC(Cc1ccccc1)C(=O)N1CCC1)c1ccccc1 (configuration not stated),102,0
COc1cc2[nH]c(=S)nc(NC3CCCCCC3)c2cc1OC,100,-0.8
CCOc1ccc(NC(=O)CCNC(=O)c2cn(-c3cccc(OC)c3)c(=O)c3ccccc23)cc1,102,0.1
O=C(CN1CCN(Cc2ccc(F)cc2)C1=O)NC1CCCC1,100,-0.2
COc1ccc(-c2nnc(SCC(=O)NC(=O)NCc3ccco3)n2C(C)C)cc1,100,-0.6
COc1ccc(CC(NC(C)=O)C(=O)N2CCN(C(=O)Nc3ccc(C#N)cc3)CC2)cc1 (configuration not stated),102,0.3
COC(=O)c1cn(CC(=O)c2cc(C)n(C)c2C)c2ccccc12,102,0.1
CCN(CC)S(=O)(=O)c1ccc(NC(C)CCc2ccccc2)nc1 (configuration not stated),105,0.4
O=C(N=C1N=C2N=CC=CN2Cc2ccccc21)C1CCCCC1,101,0
CC(C)(C)NC(=O)CCCc1nc(-c2ccccc2)no1,101,-0.3
COc1ccc(CNC(=O)COC(=O)C2=COCCO2)cc1,104,0.5
Cc1ccccc1-c1nc(CS(=O)CC(=O)N2CCN(c3cc(Cl)ccc3C)CC2)c(C)o1 (configuration not stated),110,0.6
Cc1cccc(C)c1NC(=O)C(=O)NCC(c1cccnc1)N1CCc2ccccc21 (configuration not stated),107,-0.2

# Some of the entries so far, with values under each structure:
# Results follow in this order: PV pol inh, PV pol inh FP z-score
COc1cc2[nH]c(=S)nc(NC3CCCCCC3)c2cc1OC
  100, -0.8
CCOc1ccc(NC(=O)CCNC(=O)c2cn(-c3cccc(OC)c3)c(=O)c3ccccc23)cc1
  102, 0.1
O=C(CN1CCN(Cc2ccc(F)cc2)C1=O)NC1CCCC1
  100, -0.2
COc1ccc(-c2nnc(SCC(=O)NC(=O)NCc3ccco3)n2C(C)C)cc1
  100, -0.6
COc1ccc(CC(NC(C)=O)C(=O)N2CCN(C(=O)Nc3ccc(C#N)cc3)CC2)cc1 (configuration not stated)
  102, 0.3
COC(=O)c1cn(CC(=O)c2cc(C)n(C)c2C)c2ccccc12
  102, 0.1
CCN(CC)S(=O)(=O)c1ccc(NC(C)CCc2ccccc2)nc1 (configuration not stated)
  105, 0.4

# Next part:
SMILES,PV pol inh,PV pol inh FP z-score
CCOC(=O)N1CCN(C(=O)c2ccc3c(=O)n(CC4CCCO4)c(=S)[nH]c3c2)CC1 (configuration not stated),101,-0.1
Cc1ccc(S(=O)(=O)Nc2cc3c(cc2N2CCOCC2)n(C)c(=O)n3C)c(C)c1,108,0.9
Cc1cccn2c(=O)c3cc(C(=O)NCC4CCCO4)c(=N)n(CCN4CCOCC4)c3nc12 (configuration not stated),99,-0.7
Cc1ccccc1N1C(=O)c2ccccc2NC1c1ccncc1 (configuration not stated),101,0.1
C(=N\N1CCOCC1)/c1cn(-c2ccccc2)nc1-c1ccccc1,97,-0.8
COc1ccc(-c2onc3ccc(Cl)cc23)cc1,106,0.3
Cc1nn2c3cc(N4CCOCC4)ccc3nc2c2ccccc12,100,-0.8
O=C(NCCO)Nc1c[nH]c2c(Cl)cccc2c1=O,102,-0.1
COc1c2c(nc3occc13)C(CCC(C)(C)O)(OC)C(O)CC2 (configuration not stated),102,0.3
CCOC(=O)N1CCc2c(sc3c2c(=O)n(CCc2ccccc2)c(=O)n3Cc2cc(C)ccc2C)C1,101,-1.1
O=C(COC(=O)/C=C/c1ccc(Br)o1)Nc1ccc(N2CCOCC2)cc1,106,0.4
CCCCn1c(SCC#N)nc2ccccc2c1=O,102,-0.1
CN(C)C(=O)c1c(N)no[n+]1[O-],100,-0.5
O=C(CNCc1ccco1)Nc1ccccc1-n1cccc1,99,-0.6
COc1ccc(C(=O)Nc2ccc3nc(SCC(=O)N4CCCC4)sc3c2)cc1,103,-1
COc1cc2c(cc1OC)C1=C(C#N)CN(CCc3ccccc3)CN1CC2,101,-0.1
CSc1nc(-c2ccccc2)nc(Sc2ccccn2)c1C#N,102,0.2
Cc1ccc(CNC(=O)CCc2c(C)nn(-c3ccc(N4CCCC4)nn3)c2C)cc1,118,2.3
CC(C)c1c(O)c2ccccc2[nH]c1=O,100,-0.2
COC(=O)c1c(C)[nH]c(C(=O)O)c1C,104,0.3
CCN(C(=O)CN1C=NS(=O)(=O)c2ccccc21)c1ccccc1,102,0.5
CCCCc1cc(=O)oc2cc(C)cc(O)c12,99,-0.4
CCC1=C(c2ccc(C)cc2)S(=O)(=O)N=C1N1CCC(C(=O)N2CCCCC2)CC1,108,0.2
Nc1nc(=S)n2c(n1)oc1ccccc12,98,-0.5
N#Cc1ccccc1COC(=O)c1ccccn1,100,0
CC1=CCCC2C1(C)CCC(C)C2(C)CC/C(C)=C/C[n+]1cn(C)c2c(N)ncnc21 (configuration not stated),99,0.2
Cc1[nH]nc2nc(C(F)(F)F)cc(C(F)(F)F)c12,102,0.4
COc1ccc(C(=S)N2CCCCC2)cc1,99,-0.9
COC(=O)c1ccc(NC(=O)Cn2cc(OC)c(=O)cc2CN2CCCCC2)cc1,104,0.8
CCOc1ccccc1-c1nc(=S)[nH][nH]1,102,0
Cc1cc(C(F)(F)F)c(C#N)c(N)c1C#N,86,-3.4
CCc1cccc(NC(=O)Nc2ccc3c(c2)N(C)C(=O)c2ccccc2S3)c1,106,-0.3
CCCc1nnc(NC(=O)Cc2coc3cc(C)ccc23)s1,102,0.1
Cc1cccc(OCC(=O)NS(=O)(=O)c2ccc(Cl)cc2)c1,101,-0.3
CN1C(=O)CC(c2ccccc2)S(=O)(=O)c2ccccc21 (configuration not stated),102,-0.6
CCOCC(=O)Nc1ccccc1C(C)C,102,0.4

# Source: PubChem

# Not all compounds are listed; count on the stated rates, not on these rows.
